CIT2-GFP yeast: alters CIT2-GFP fluorescence in TOR pathway yeast screen | S. cerevisiae CIT2-GFP strain, flow cytometry, 3 h; 100 means same as DMSO wells | 0.065% of 320,000 active | GFP response vs DMSO, % at 10 µM;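 active = GFP response relative to DMSO above a set limit, near the screen mean plus 3 SD, cut at about 150% in these data; inconclusive = Fewer than 70 cells measured for a yeast strain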;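 note: ratio of well median GFP fluorescence to mean of DMSO wells on the plate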
MEP2-GFP yeast: modulators of TOR pathway MEP2-GFP in S. cerevisiae. GFP response vs DMSO, % at 10 µM. 0.51% of 330,000 active. AID 2016. S. cerevisiae MEP2-GFP strain, flow cytometry GFP, 3 h; 100% = DMSO control level;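 active = GFP response versus DMSO above a set limit, roughly screen mean plus 3 SD, cut at about 180% in these data; inconclusive = fewer than 70 cells counted for a yeast strain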;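 note: median GFP fluorescence of the barcode-gated MEP2-GFP cells per well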
procasp7 counter: activates human procaspase-7, counter-screen for procaspase-3 activators; P55210; recombinant procaspase-7, Ac-DEVD-pNA absorbance 405 nm; D23A/D198A/D206A triple mutant, cannot self-cleave; scale: DMSO 0, 5 µM enzyme 100; activation, % at 8.5 µM; 0.093% of 330,000 active; AID 463210;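 active = percent activation above the screen-wide mean plus 3 SD, cut at about 25% in these data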
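Assay system: Uncleavable procaspase-7 mutant enzyme; Input: 2 µM procaspase-7 mutant as dispensed; Also added: DEVD-pNA substrate; Medium: Zinc-free HEPES pH 7.4 with 300 mM NaCl, 0.01% Triton X-100; Timing: 1 h compound preincubation, 2 h substrate cleavage, 25 °C; Measured by: Epi-absorbance of released pNA at 405 nm, two timepoints.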
proCasp3 act: activates human procaspase-3. 0.11% of 330,000 active. P42574. activation, % at 8.5 µM. recombinant procaspase-3 D3A, Ac-DEVD-pNA absorbance 405 nm;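 active = activation above the mean of all tested compounds plus 3 SD, cut at about 21% in these data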;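 note: 0% = DMSO alone and 100% = DMSO wells spiked with extra 5 µM PC-3 D3A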
Target sequence (P42574 whole entry D9A/D28A/D175A): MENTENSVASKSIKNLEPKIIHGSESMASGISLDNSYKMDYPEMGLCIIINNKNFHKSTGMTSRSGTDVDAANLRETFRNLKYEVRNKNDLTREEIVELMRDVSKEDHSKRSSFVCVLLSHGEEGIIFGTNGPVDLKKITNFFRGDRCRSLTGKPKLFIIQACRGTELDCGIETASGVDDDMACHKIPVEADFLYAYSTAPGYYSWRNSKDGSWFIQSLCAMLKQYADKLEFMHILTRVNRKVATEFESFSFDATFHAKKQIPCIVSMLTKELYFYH
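Compound: 8.5 µM single point, 0.8% DMSO / Material: Autoprocessing-dead procaspase-3 D3A mutant enzyme / Timing: 1 h preincubation plus 2 h reaction at 25 °C / Medium: Zinc-free HEPES/NaCl buffer with 0.01% Triton X-100 at pH 7.4 / Technique: 405 nm absorbance of p-nitroaniline, reads at 0 and 120 min / Repeats: one well per compound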
AHR act: activates the human aryl hydrocarbon receptor; AID 2796; activation, % at 5 µM; AHR-responsive luciferase reporter cells, luminescence; 2.5% of 320,000 active; in the data active = activation above about 47%;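 note: 0% = vehicle wells and 100% = reference agonist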
Target sequence (P35869 whole entry, looked up): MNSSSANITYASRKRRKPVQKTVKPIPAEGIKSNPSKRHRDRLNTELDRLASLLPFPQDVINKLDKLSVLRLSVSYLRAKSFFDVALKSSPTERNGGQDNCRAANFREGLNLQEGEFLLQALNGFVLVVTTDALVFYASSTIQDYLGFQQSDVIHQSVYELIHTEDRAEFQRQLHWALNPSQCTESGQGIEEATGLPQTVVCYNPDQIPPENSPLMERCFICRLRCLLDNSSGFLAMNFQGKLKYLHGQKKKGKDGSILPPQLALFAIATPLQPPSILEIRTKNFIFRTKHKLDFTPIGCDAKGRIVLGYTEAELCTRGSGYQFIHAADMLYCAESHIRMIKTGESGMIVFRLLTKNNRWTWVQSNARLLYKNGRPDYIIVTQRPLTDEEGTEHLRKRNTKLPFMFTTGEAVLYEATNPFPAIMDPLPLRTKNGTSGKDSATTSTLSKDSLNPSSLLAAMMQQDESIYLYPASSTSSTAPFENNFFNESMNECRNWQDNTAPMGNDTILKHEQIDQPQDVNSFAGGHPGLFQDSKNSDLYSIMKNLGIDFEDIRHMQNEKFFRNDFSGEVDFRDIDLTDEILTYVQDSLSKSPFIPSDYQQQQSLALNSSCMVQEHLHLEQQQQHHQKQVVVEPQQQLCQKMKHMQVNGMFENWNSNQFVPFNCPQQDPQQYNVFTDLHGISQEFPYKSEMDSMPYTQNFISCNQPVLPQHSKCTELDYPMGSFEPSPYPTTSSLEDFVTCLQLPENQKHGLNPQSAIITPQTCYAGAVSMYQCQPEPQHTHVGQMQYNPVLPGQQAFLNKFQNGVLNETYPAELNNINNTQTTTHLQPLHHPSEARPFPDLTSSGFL
AGP1-GFP MLPCN: yeast TOR pathway AGP1-GFP modulation; AID 2066; S. cerevisiae AGP1-GFP multiplex flow cytometry, 3 h; GFP as percent of DMSO wells; GFP response vs DMSO, % at 10 µM; 0.02% of 320,000 active;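 active = GFP response relative to DMSO above a set limit, near screen average plus 3 SD, cut at about 150% in these data; inconclusive = fewer than 70 cells counted for the yeast strain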;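 note: median GFP channel fluorescence of the gated AGP1 strain per well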
LAP4 TOR yeast: yeast TOR pathway LAP4-GFP modulation; 0.34% of 320,000 active; AID 2023; GFP response vs DMSO, % at 10 µM; S. cerevisiae LAP4-GFP multiplex, flow cytometry GFP, 3 h; median GFP as percent of DMSO wells;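 active = GFP response vs DMSO above a set limit, about the screen mean plus 3 SD, cut at about 150% in these data; inconclusive = under 70 cell events counted for the yeast strain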
RPL19A-GFP yeast: alters RPL19A-GFP fluorescence in TOR pathway yeast screen. S. cerevisiae RPL19A-GFP strain, flow cytometry, 3 h; stronger effect = lower value. percent response vs DMSO, % at 10 µM. 0.3% of 330,000 active;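 active = percent response vs DMSO below 50%; inconclusive = fewer than 70 events counted for the yeast strain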;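 note: median channel GFP fluorescence of the barcoded RPL19A-GFP strain; ratio of sample median GFP to plate DMSO average so 100% = DMSO; lower means less RPL19A-GFP as with rapamycin TOR inhibition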
Active calls of the source: *; ? = inconclusive; · = not tested or not shown. Compounds as they come, and some 3.5% of all compounds hit somewhere here.

SMILES	CIT2-GFP yeast	MEP2-GFP yeast	procasp7 counter	proCasp3 act	AHR act	AGP1-GFP MLPCN	LAP4 TOR yeast	RPL19A-GFP yeast
O=C(COC(=O)CCN1C(=O)c2cccc([N+](=O)[O-])c2C1=O)NC1CCS(=O)(=O)C1 (stereo not drawn)	99.0	100.2	-2.4	-0.8	2.2	104.0	101.8	105.0
CCOC(=O)C1=C(c2ccccc2)NC(=O)NC1c1cccc(OC)c1OC (stereo not drawn)	94.7	93.5	6.7	-1.9	-2.0	96.5	94.3	95.5
CCS(=O)(=O)N1CCN(c2cccc(C)c2C)CC1	91.9	108.0	-2.0	3.2	-1.6	·	104.5	91.3
Cc1cc(S(=O)(=O)N2CCN(C(=O)c3ccco3)CC2)ccc1F	102.2	102.1	6.2	10.2	1.3	103.2	92.3	107.3
O=Cc1ccc(OCC(=O)NCC2CCCO2)cc1 (stereo not drawn)	106.2	104.2	2.8	-4.7	1.0	102.5	100.5	101.6
O=CN1CCCN(Cc2nc(-c3cccc(Cl)c3)no2)CC1	99.8	103.8	-0.2	0.8	2.3	104.4	95.9	105.2
O=C(c1cccs1)N1CCN(C/C=C/c2ccccc2)CC1	101.4	100.2	-5.0	-5.9	-0.6	97.7	100.7	103.2
CC1(C)Oc2ccc(C(=O)Nc3ccccc3F)cc2N(CC(=O)N2CCOCC2)C1=O	115.7	133.2	0.6	7.7	-1.7	93.8	104.8	97.5
COc1ccc(C(=O)NNC(=O)C2CC=CCC2)cc1 (stereo not drawn)	101.0	106.0	-4.5	0.7	0.6	96.4	85.5	93.5
Cc1ccccc1CNC(=O)c1ccc2ccccc2n1	97.8	89.2	6.6	3.6	2.5	99.2	101.0	97.2
O=C(NCC1CCCN(C2Cc3ccccc3C2)C1)c1cccs1 (stereo not drawn)	94.9	104.9	3.4	-1.2	10.0	85.3	88.9	96.5
O=C(COC(=O)/C=C/c1ccc(Cl)cc1Cl)Nc1ccc2c(c1)OCCO2	112.7	101.5	9.6	4.8	1.2	107.1	102.4	100.3
COc1ccc(C2NC(=O)NC(C)=C2C(=O)OC2CCCC(C)C2)cc1 (stereo not drawn)	103.2	111.9	4.4	-1.8	0.1	105.3	103.4	101.9
COc1ccc(C(=O)Cn2nnc(-c3ccccc3F)n2)cc1	95.0	105.6	-4.9	-1.4	-1.1	109.0	117.1	99.0
O=C(CCc1n[nH]c(=O)[nH]c1=O)Nc1cccc([N+](=O)[O-])c1	92.9	99.8	-7.2	2.2	1.6	92.5	81.6	97.8
CCCCOc1ccc(C(O)(CCN2CCOCC2)c2ccccc2)cc1 (stereo not drawn)	102.7	108.2	-4.0	-0.4	1.4	96.2	89.3	100.9
CC(C)CC1c2[nH]c3ccccc3c2CCN1C(=O)CCC(=O)N(C)C (stereo not drawn)	105.6	95.8	-2.1	-4.0	12.9	100.2	99.5	100.2
Cn1c(SCC(=O)NC(=O)NCc2ccccc2)nnc1C(F)(F)F	99.5	100.6	3.5	2.9	-1.3	102.8	102.7	102.9
Cc1cc(C)cc(-n2ncc3c2CCCC3NC(=O)CCN2CCCC2=O)c1 (stereo not drawn)	92.7	93.0	6.7	7.2	-1.8	94.3	94.4	95.2
O=C(NCc1ccccc1Cl)c1ccc(S(=O)(=O)Nc2cccc(C(F)(F)F)c2)cc1	85.3	101.3	7.3	5.9	-0.5	117.3	103.1	94.1
CCOc1ccccc1NC(=O)CN(c1ccc(Cl)cc1)S(C)(=O)=O	109.4	102.8	18.4	-6.1	2.3	108.8	83.4	105.5
Cc1sc2nc(SCc3nc4ccccc4[nH]3)n(Cc3ccco3)c(=O)c2c1C	110.8	123.9	11.0	-5.3	23.6	89.0	96.5	96.4
CCOC(=O)c1ccn(CSc2c(F)c(F)cc(F)c2F)n1	96.5	89.8	-4.2	6.9	-0.5	93.9	95.0	96.4
FC(F)(F)c1cccc(Nc2ncnc3ccccc23)c1	·	108.7	4.2	12.2	17.4	97.8	103.2	100.9
NC(=O)C1CCN(C(=O)CCSCc2ccccc2)CC1	91.6	85.1	11.8	12.1	0.4	86.7	77.3	93.4
Cc1sc2ncnc(SCC#N)c2c1C	102.3	110.4	-2.9	1.6	6.3	109.1	96.5	102.6
CC(=O)c1ccc(N2CCN(C(=O)c3cccs3)CC2)c(F)c1	111.5	106.5	-0.2	-4.1	7.0	103.4	96.0	101.8
Cc1ccc(Nc2cc(C)c3ccc(O)cc3n2)cc1C	99.7	94.3	-9.5	-1.1	23.3	105.2	102.6	90.9
Cc1c(C(=O)OCC(=O)N2CC(C)CC(C)C2)oc2ccccc12 (stereo not drawn)	92.4	97.5	4.2	10.2	-1.2	94.0	99.8	93.2
CCN(CC)S(=O)(=O)c1cccc(C(=O)NC(Cc2c[nH]c3ccccc23)c2nnc3n2CCC3)c1 (stereo not drawn)	105.5	99.8	6.2	2.1	-1.1	96.6	94.2	97.5
CC(=O)c1ccc(NC(=O)C[n+]2cccc(C)c2)cc1	125.1	124.6	0.5	2.1	9.4	109.4	88.6	101.2
O=C(O)C1CCC(=O)N1C1CCCC1 (stereo not drawn)	90.8	88.1	-2.1	6.1	4.3	86.5	77.1	88.7
Cc1c(N(C(=O)Cc2cccs2)C2(C(=O)NC3CCCC3)CCCCC2)c(=O)n(-c2ccccc2)n1C	98.7	94.8	5.6	5.1	1.1	101.4	98.5	95.4
CC(C)(C)c1ccc(OCC(=O)Nc2ccc(C(=O)Nc3ccccc3C(=O)O)cc2)cc1	101.3	99.2	4.1	-3.0	2.7	99.9	97.5	97.1
COc1ccc(C(=O)OCC(=O)Nc2ccc3c(c2)OCCO3)c(OC)c1	94.3	98.2	8.5	9.1	-0.7	96.2	114.1	99.2
COc1ccc(/C=N/NS(=O)(=O)c2ccccc2)cc1OC(=O)c1ccc(C)cc1	88.6	100.6	0.5	6.8	10.3	99.7	100.9	94.0
Cc1ccc2c(c1)N(CC(=O)NCCCc1ccccc1)C(=O)c1cccnc1O2	90.2	97.7	6.3	-0.5	0.0	91.5	99.4	92.4
CCc1nnc(NC(=O)CN2C(=O)CCC2=O)s1	107.8	111.5	-3.8	3.8	-5.5	103.5	108.0	109.9
O=C(O/N=C1\CCS(=O)(=O)c2sccc21)c1ccccc1	110.4	104.4	-8.2	-0.4	5.8	104.9	101.4	103.5
COc1cccc(OC)c1C(=O)Nc1sc2c(c1C(N)=O)CCN(Cc1ccccc1)C2	90.2	99.2	1.6	-3.8	128.7*	98.8	105.2	97.7
O=C(CCN1C(=O)c2cccc3cccc(c23)C1=O)Nc1ccccc1	96.0	97.7	2.6	-4.9	27.9	94.9	93.5	93.7
O=C1CN(C(=O)CSc2nnnn2-c2ccc(Cl)cc2)c2ccccc2N1	102.6	103.9	3.5	-1.9	12.1	99.2	99.0	95.2
C=C(C)c1sc(-c2ccccc2)nc1C	98.5	93.0	-9.2	-5.2	-0.8	87.5	113.0	96.8
Cn1nnnc1SCC(=O)Nc1nc(-c2ccccc2)c(-c2ccccc2)o1	112.2	116.1	1.9	-4.9	15.9	27.0	92.8	83.4
Cc1nn(C(C)C(=O)c2cccc(Cl)c2)c(C)c1[N+](=O)[O-] (stereo not drawn)	105.2	113.5	-1.4	-1.0	1.8	98.0	104.0	104.2
COc1ccc(C2C(C(=O)Nc3ccc(F)cc3)=C(C)Nc3nc(CCCO)nn32)cc1 (stereo not drawn)	99.5	108.0	11.7	5.0	2.9	104.5	104.9	99.0
CCCc1nnc(NC(=O)CSc2ncn[nH]2)s1	103.4	107.4	9.0	-0.9	3.3	·	102.3	100.0
Cc1ccc(OCCSc2nc3ccccc3n2CCC(=O)O)cc1	102.7	95.5	5.9	-1.5	0.4	96.5	84.0	103.3
O=C(Cc1cccc2ccccc12)Nc1nc2ccccc2[nH]1	109.6	103.0	-6.5	-3.8	13.6	103.8	100.1	97.7
CCSc1ccccc1C(=O)NCc1cccnc1	101.4	98.7	-7.0	1.3	11.8	103.3	104.8	102.6

Reformatted field by field: part of the list above.
O=C(CCN1C(=O)c2cccc3cccc(c23)C1=O)Nc1ccccc1
- CIT2-GFP yeast: 96.0
- MEP2-GFP yeast: 97.7
- procasp7 counter: 2.6
- proCasp3 act: -4.9
- AHR act: 27.9
- AGP1-GFP MLPCN: 94.9
- LAP4 TOR yeast: 93.5
- RPL19A-GFP yeast: 93.7
O=C1CN(C(=O)CSc2nnnn2-c2ccc(Cl)cc2)c2ccccc2N1
- CIT2-GFP yeast: 102.6
- MEP2-GFP yeast: 103.9
- procasp7 counter: 3.5
- proCasp3 act: -1.9
- AHR act: 12.1
- AGP1-GFP MLPCN: 99.2
- LAP4 TOR yeast: 99.0
- RPL19A-GFP yeast: 95.2

Carrying on.
SMILES	CIT2-GFP yeast	MEP2-GFP yeast	procasp7 counter	proCasp3 act	AHR act	AGP1-GFP MLPCN	LAP4 TOR yeast	RPL19A-GFP yeast
CCc1nnc(NC(=O)c2ccc(Br)o2)s1	109.6	115.3	1.9	-4.9	12.3	96.6	90.6	107.5
O=C(OCc1cncs1)c1ccccc1Cl	98.3	100.4	-8.0	3.8	2.4	91.8	92.9	100.8
CC1CN(CC(=O)c2c(N)n(Cc3ccccc3)c(=O)n(C)c2=O)CC(C)O1 (stereo not drawn)	107.2	97.6	0.5	2.8	-1.1	100.3	101.3	100.3
O=C(Nc1nc2c(Cl)cccc2s1)C1CC1	97.8	104.4	3.9	-7.9	54.9*	107.7	132.8	99.9
Cc1cc(C)c(OCCn2ccnc2)c(C)c1	98.0	99.6	·	·	·	101.9	95.2	101.9
CCOc1ncccc1C(=O)OCC(=O)NC(=O)NC(C)C	92.0	94.6	3.9	4.3	0.6	97.2	95.2	90.8
CCCCCCSc1cc(-c2nc3ccc(C)cn3c2NCCCC)ccc1OC	90.0	95.9	6.4	5.2	1.6	96.0	99.4	91.5
CCCCn1c(N)c(N(CCC(C)C)C(=O)CC2OC(=O)c3ccccc32)c(=O)[nH]c1=O (stereo not drawn)	96.7	106.2	9.2	-3.8	-1.1	104.1	105.9	94.4
CCOC(=O)C(Sc1ncn[nH]1)c1ccccc1 (stereo not drawn)	94.5	109.4	-7.7	9.7	-0.5	101.0	99.1	96.0
CSc1ccccc1C(=O)Nc1cccc([N+](=O)[O-])c1	104.6	?	-2.2	-0.8	19.7	99.4	99.1	95.5
CCN1CCN(Cc2c(O)ccc3c(=O)c(-c4ccc(OC)c(OC)c4)c(C)oc23)CC1	106.0	103.1	1.3	-5.2	-7.1	105.5	100.6	99.9
Cc1ccc(NC(=O)CNC(c2ccccc2)c2ccccc2)c(F)c1	96.0	101.7	11.3	3.3	2.4	102.1	90.6	96.4
CC1(C)OC(=O)C(=NNc2ccccc2[N+](=O)[O-])C(=O)O1	86.1	98.4	-11.0	-2.4	6.0	90.2	102.1	100.1
CCOC(=O)c1ccc(CNC(=O)c2cc(COc3ccccc3SC)on2)o1	98.2	103.5	5.4	0.6	17.1	98.3	92.0	108.1
O=c1[nH]n2c(-c3ccccc3)nc(O)c2c2ccccc12	101.0	100.5	-2.0	3.7	2.7	101.6	89.6	103.6
CCn1c(C)nc2cc(C(=O)NNC(=S)Nc3ccc(F)cc3)ccc21	96.0	94.1	4.2	-2.1	3.0	100.5	102.6	95.5

Assay outcomes from PubChem.
